Assay outcomes from PubChem.
PolyA inhibitor – blocks polyadenylation in yeast reporter cells. S. cerevisiae SKY197-pL101 polyadenylation reporter, beta-gal luminescence; efflux-impaired pdr1/pdr3 knockout yeast; score 100 = 6 SD above DMSO. calls only at 12 µM. 300,000 compounds, 0.02% hits. AID 1875;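 active means lowest replicate activity score at least 50, where 100 means six control SD above control mean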;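 further: yeast exposed to compound for 9 h at 30 °C; higher score means more reporter readthrough which indicates perturbed polyadenylation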
Platelet DG rel – platelet dense granule release activity; human platelet-rich plasma, SFLLRN dense granule ATP release, luminescence; inhibition, %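 (compounds screened at 7.5 µM in platelet-rich plasma)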; 300,000 compounds, 0.22% hits; AID 1663;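 active means mean replicate score, as percent of positive control, at or above 50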
HSP90 refold inh – inhibitors of HSP90 luciferase refolding in rabbit reticulocyte lysate; luciferase refolding luminescence, 3 h; inhibition, % at 5.6 µM; 290,000 compounds, 0.91% hits;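 active means inhibition above the screen-wide mean plus 3 SD, computed separately per campaign, cut at about 16% in these data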;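 further: 0% = DMSO wells and 100% = 60 µM geldanamycin wells; inhibitors lower the luminescence because luciferase stays unfolded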
GSK3A inh – inhibitors of human GSK-3 alpha kinase; P49840; ADP-Glo luminescence, 60 min; inhibition, % at 10 µM; 320,000 compounds, 0.1% hits; AID 2650;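 in the data active means inhibition above about 50%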;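 further: GST-tagged GSK-3 alpha with peptide substrate and 25 µM ATP; 0% = DMSO neutral wells and 100% = GW8510 positive control wells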
Target sequence (P49840 whole entry, looked up): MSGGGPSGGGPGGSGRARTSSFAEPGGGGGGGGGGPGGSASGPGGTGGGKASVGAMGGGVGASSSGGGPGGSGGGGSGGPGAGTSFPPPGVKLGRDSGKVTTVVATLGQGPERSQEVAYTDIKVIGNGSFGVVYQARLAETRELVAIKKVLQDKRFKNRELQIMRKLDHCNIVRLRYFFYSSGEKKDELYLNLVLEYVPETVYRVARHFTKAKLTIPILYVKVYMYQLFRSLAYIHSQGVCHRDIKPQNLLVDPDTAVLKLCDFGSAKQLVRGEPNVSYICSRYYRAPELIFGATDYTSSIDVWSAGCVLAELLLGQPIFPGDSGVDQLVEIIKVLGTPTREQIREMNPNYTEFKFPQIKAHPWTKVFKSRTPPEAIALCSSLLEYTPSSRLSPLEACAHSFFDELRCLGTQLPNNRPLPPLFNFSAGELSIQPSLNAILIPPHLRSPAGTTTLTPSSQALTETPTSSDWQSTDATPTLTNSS
HDAC3 inh – inhibitors of human histone deacetylase 3; AID 2718; O15379; inhibition, % at 8.3 µM; recombinant HDAC3, fluorogenic peptide/trypsin coupled, fluorescence; 320,000 compounds, 0.15% hits; in the data active means inhibition above about 26%, passing the limit was not always enough
Target sequence (O15379 whole entry, looked up): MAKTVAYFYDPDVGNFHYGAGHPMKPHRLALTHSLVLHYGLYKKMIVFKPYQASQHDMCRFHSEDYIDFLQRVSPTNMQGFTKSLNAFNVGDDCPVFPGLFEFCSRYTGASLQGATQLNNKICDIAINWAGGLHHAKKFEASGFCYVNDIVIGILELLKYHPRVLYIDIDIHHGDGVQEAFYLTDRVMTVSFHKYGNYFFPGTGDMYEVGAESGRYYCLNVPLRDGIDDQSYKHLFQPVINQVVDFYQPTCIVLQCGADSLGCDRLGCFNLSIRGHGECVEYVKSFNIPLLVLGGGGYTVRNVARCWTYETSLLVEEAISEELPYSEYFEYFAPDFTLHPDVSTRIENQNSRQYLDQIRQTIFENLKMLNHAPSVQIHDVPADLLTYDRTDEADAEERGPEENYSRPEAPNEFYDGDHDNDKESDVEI
Dyrk1A ADPGlo – inhibitors of rat Dyrk1A kinase; ADP-Glo luminescence, NFATc1 peptide; inhibition, % at 12.5 µM; 310,000 compounds, 0.43% hits; AID 504441; in the data active means inhibition above about 50%;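 further: plate controls were vehicle with enzyme for no effect and no enzyme for full effect; many of its hits are not listed in these tables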
GSK3B inh – inhibitors of human GSK3beta kinase; P49841; activity score (negative = inhibition), % at 10 µM; 300,000 compounds, 0.038% hits; AID 2097; GST-GSK3beta kinase, ADP-Glo luminescence, 60 min; hits give low values;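 active means more than half of replicate wells score below -50%, meaning over 50% inhibition versus plate controls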;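 further: 0% = median DMSO wells and -100% = median GW8510 positive control wells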
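Test system – GST-tagged human GSK3beta kinase, cell-free · Incubation – 60 min enzyme reaction, room temperature · Signal – ADP-Glo luminescence · Also added – peptide substrate and ATP at 25 µM · Controls – DMSO neutral wells and GW8510 at 20 µM as positive · Buffer or medium – Tris/MgCl2 kinase buffer · Measure – Luminescence-derived activity versus plate DMSO and GW8510 wells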
HSF1 activator – increases HSF-1 driven luciferase reporter signal; NIH3T3-HGL HSF-1 luciferase reporter, MG132, 8 h; 100% = twice DMSO control signal; activation, % at 9 µM; 300,000 compounds, 1.7% hits; AID 504408;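 active means mean replicate activation of at least 50% with a set share of replicates each reaching 50%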;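 further: 0% = median of the neutral control wells and 100% = twice that signal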
HSF1 inh – HSF1 inhibition. NIH3T3-HGL HSE-luciferase, MG132-induced, luminescence 8 h; hits give low values. activity change, negative = inhibition, % at 7.5 µM (by protocol). AID 2098. 300,000 compounds, 0.77% hits;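 active means more than half of replicate wells show activity change below -50%, luminescence cut by over half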;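 further: luciferase reports HSF-1 transcriptional activity via heat shock element; 0% = median of DMSO wells and -100% = zero luminescence signal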
AI-2 QS mod – Vibrio harveyi AI-2 quorum sensing modulation; Vibrio harveyi JMH597 AI-2 luminescence/OD600 ratio, 9 h; hits give low values; strain lacks LuxN and CqsS sensors; 0 = neutral-control median; activity change, % at 7.5 µM; 300,000 compounds, 0.4% hits; AID 2094; in the data active means activity change below about -75%, passing the limit was not always enough;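 further: luminescence divided by OD600 gain over 9 h not by final OD600 alone; inactives centre near 13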
* marks the source's active call; other numbers are inactive results; i = inactive; / = no result given. Not all compounds are listed, so the mix of outcomes need not match the whole.

SMILES	PolyA inhibitor	Platelet DG rel	HSP90 refold inh	GSK3A inh	HDAC3 inh	Dyrk1A ADPGlo	GSK3B inh	HSF1 activator	HSF1 inh	AI-2 QS mod
CCCNC(=O)COc1ccc2c(=O)c(Oc3ccccc3F)coc2c1	i	10	2	/	0	7	2	-77	-70*	11
O=C1Nc2ccccc2N(O)N1c1cc(-c2ccccc2Cl)no1	i	6	8	-2	5	-1	2	2	-3	21
CC(C)(C)NS(=O)(=O)c1ccc(CCC(=O)NCc2ccc3c(c2)OCO3)cc1	i	1	-2	-1	-7	1	1	9	-6	29
CCC(C)[C@H](NC(=O)NCc1ccc(S(N)(=O)=O)cc1)C(=O)O (some centres undefined)	i	2	0	-3	-1	-3	1	-20	-9	21
CCSc1nnc(NC(=O)CN(C)S(=O)(=O)c2ccc(F)cc2)s1	i	4	2	-4	2	2	-3	-1	-4	17
O=C(O)CC1(CC(=O)Nc2ccc(Cl)cc2C(=O)c2ccccc2)CCCC1	i	18	2	2	-1	6	1	-8	4	11
Cc1ccccc1NC(=O)NC1(C(=O)N2CCOCC2)CCCCC1	i	11	1	-2	1	/	-3	-4	-8	7
Cc1ccc(S(=O)(=O)N(C)c2ccc(OCC(=O)Nc3cccc(-n4cnnn4)c3C)cc2)cc1	i	8	2	-1	-1	-9	1	-1	2	18
COc1cc2c(ccc3cc(OC)c(OC)c(O)c32)cc1O	i	0	/	38	0	94*	0	10	1	29
O=C(CN1CCN(S(=O)(=O)c2ccc(Cl)cc2)CC1)Nc1ccc2c(c1)OCCO2	i	5	-3	-4	-1	-1	2	-6	-1	23
CC(C)(C)NC(=O)CN(C(=O)CS(=O)CC(=O)Nc1ccc(F)cc1)c1ccccc1F (centres undefined)	i	-18	2	-1	0	0	5	7	-3	5
CCOC(=O)c1ccc(-c2ccc(/C=C(\C#N)C(=O)NCC3CCCO3)o2)cc1 (centres undefined)	i	-2	13	1	6	1	-4	-7	-10	17
COc1ccc(OC)c(NC(=O)CNC(=O)c2cccs2)c1	i	-6	-2	1	-3	-2	0	0	-14	12
COc1cccc(-n2nnc3c(=O)n(Cc4ccc(C)cc4)cnc32)c1	i	10	2	0	1	3	3	-1	6	15
CCOC(=O)N1CCC(NC(=O)c2cc3ccccn3n2)CC1	i	-1	-2	-3	0	-1	1	-11	-3	14
CCCc1cnc(N2CCN(C(=S)NC)CC2)nc1	i	10	-1	-3	6	/	-4	13	16	0
COC(=O)c1ccc(OC(=O)CCN2c3ccccc3Sc3ccccc32)cc1	i	-24	6	-3	-2	-6	-2	27	14	11
O=C(C1CCCO1)N1CCC(c2nc3ccccc3[nH]2)CC1 (centres undefined)	i	31	-3	5	5	-1	3	2	-5	7
CN(C(=O)NC1CC(=O)N(c2ccc3c(c2)OCCO3)C1)c1ccccc1 (centres undefined)	i	-20	/	-1	0	11	1	-9	-4	26
CC(C)c1[nH]nc2c1C(C1C=CCCC1)C(C#N)=C(N)O2 (centres undefined)	i	-10	2	3	3	-10	-7	-4	7	25
O=C1N=C2SCCN2/C1=C\c1ccccc1Cl	i	-1	1	3	2	4	2	7	-9	19
CCOC(=O)c1cc2sccc2n1CC(=O)N1CCc2ccccc21	i	3	0	-3	-3	1	0	15	12	6
COc1ccc(CNC(=O)C(c2ccc(C)o2)N(C(=O)c2csnn2)c2ccc(C(C)C)cc2)cc1 (centres undefined)	i	-8	9	/	-8	4	3	71*	43	30
O=C1c2ccccc2C(=O)N1OCc1c(F)cccc1Cl	i	11	-1	2	0	-5	-3	-6	7	16
CCN(CC(=O)Nc1cccc(OC)c1)c1ncnc2sc(C)c(C)c12	i	-11	-5	-3	5	-1	1	20	5	-12
N#Cc1cccc(NC(=O)COC(=O)c2ccccc2C(=O)c2ccc(Cl)c([N+](=O)[O-])c2)c1	i	2	-4	-5	-5	-6	-1	241*	213	11
CCCC(C(=O)NC(C)(C)CC)N(CC1CCCO1)C(=O)CNS(=O)(=O)c1ccc(F)cc1 (centres undefined)	i	0	-2	-3	-10	0	2	9	0	10
CCCc1nnc(NC(=O)CN2C(=O)c3ccccc3C2=O)s1	i	-12	3	0	-12	4	3	27	-4	-64
Cc1ccc(Nc2ncc(C(=O)NCCCN3CCN(C)CC3)c3ccccc23)cc1Cl	i	1	1	-1	8	4	-1	-3	8	4
Cn1c(=O)[nH]c(=O)c2c1nc(Br)n2CCCSc1nc2ccccc2o1	i	-7	4	1	0	2	3	43	18	10
COc1ccc(/C=N/S(=O)(=O)c2cccs2)cc1	i	0	2	0	-1	-6	-3	-6	0	14
O=C(NCC1CCCO1)c1cccc(NS(=O)(=O)c2ccc(Br)cc2)c1 (centres undefined)	i	0	/	-3	7	0	-2	5	-7	15
COC(=O)c1ccc(C(=O)OC)c(NC(=S)N2CCN(c3ccccc3F)CC2)c1	i	0	1	1	-1	0	3	0	-4	34
Cc1nn(-c2ccccc2)cc1C(=S)Nc1ccccc1	i	-5	0	2	-8	2	0	34	21	-3
C=CCn1c(C)cc(-c2csc(NCC)n2)c1C	i	-1	4	-3	-1	6	0	0	-2	2
CCn1c(=O)c2cc(C(=O)NCCC(C)C)sc2c2ccccc21	/	-1	-3	0	-7	4	3	17	13	6
CCCCn1c(N)c(N(CC(C)C)C(=O)COC(=O)C2(c3ccccc3)CC2)c(=O)[nH]c1=O	i	1	/	0	-6	-1	5	-12	-2	19
CCOC(=O)c1ccccc1NC(=O)CSc1nnc(C(C)C)n1CC	i	-1	3	-1	-5	2	1	2	5	-3
CCOc1ccc(NC(=O)CN(C)C(=O)c2ccc(OCc3ccccc3)c(OC)c2)cc1OCC	i	-1	/	1	3	11	6	7	3	1
Cc1onc(CO)c1C(=O)Nc1nccs1	i	3	3	3	4	-4	-7	-3	2	18
CCN1CCN(C(c2ccc(OC)cc2)C(O)C(=O)c2c[nH]c3ccccc23)CC1 (centres undefined)	i	-8	1	/	5	-1	0	4	6	17
c1csc(Cc2nn3c(-c4n[nH]c5c4CCC5)nnc3s2)c1	i	-1	-2	20	4	9	-7	18	-1	18
COc1cc2c(cc1OC)CN(CC(O)c1ccccc1)CC2 (centres undefined)	i	-12	6	-2	-23	0	0	18	1	4
CCCCC[C@H](O)/C=C/[C@@H]1[C@@H](C/C=C\CCCC(=O)O)[C@H]2CO[C@@H]1C2	i	6	-3	/	/	9	4	2	1	17
Cc1cccc(C)c1NC(=S)N(Cc1ccco1)C1CCN(C(C)C)CC1	i	-5	-1	0	-4	0	-2	-40	-23	3

In the list so far, two have bromine:
SMILES	PolyA inhibitor	Platelet DG rel	HSP90 refold inh	GSK3A inh	HDAC3 inh	Dyrk1A ADPGlo	GSK3B inh	HSF1 activator	HSF1 inh	AI-2 QS mod
Cn1c(=O)[nH]c(=O)c2c1nc(Br)n2CCCSc1nc2ccccc2o1	i	-7	4	1	0	2	3	43	18	10
O=C(NCC1CCCO1)c1cccc(NS(=O)(=O)c2ccc(Br)cc2)c1 (centres undefined)	i	0	/	-3	7	0	-2	5	-7	15

(more compounds)
SMILES	PolyA inhibitor	Platelet DG rel	HSP90 refold inh	GSK3A inh	HDAC3 inh	Dyrk1A ADPGlo	GSK3B inh	HSF1 activator	HSF1 inh	AI-2 QS mod
CCOc1cc(C(=O)Nc2ccc(NC(C)=O)cc2)ccc1OCC(=O)N1CCCCC1	i	1	1	-1	-4	-4	4	-2	5	17
CC(C(N)=O)N1C(=O)C2C3C=CC(C3)C2C1=O (centres undefined)	i	-8	-1	0	-2	-2	-4	48	10	27
COc1ccccc1NC(=O)COC(=O)CCS(=O)(=O)c1ccc(C)cc1	i	28	1	0	-1	-7	3	1	-1	18
CC(C)(C)c1ccc(C(=O)NC(=S)NCc2cccnc2)cc1	i	-2	-3	-1	5	2	-4	15	7	-2
CCCCC(=O)NCCc1cc2c(OC)ccc(OC)c2[nH]c1=O	i	3	1	-5	-10	0	2	-3	-10	14
CCn1nccc1C(=O)Nc1cccc(C)c1C	i	-2	0	0	-9	-1	-1	21	2	-1
CC(=O)N1CC(=O)N(c2ccccc2)C1=O	i	3	-7	0	-1	-3	0	-2	-2	20
O=[N+]([O-])c1cccc(S(=O)(=O)NC2CC3CCC2C3)c1 (centres undefined)	i	-23	1	/	2	-3	-5	-9	-7	12
Cc1ccc(OCC(=O)Nc2ccc3c4c(cccc24)CC3)c(C)c1	i	1	-3	1	-2	4	2	1	-3	36
CCN(CC)S(=O)(=O)c1ccc2c(c1)nc(SCC(=O)NCC1CCCO1)n2CC (centres undefined)	i	3	/	-2	0	-12	3	0	-7	-2
CC1CN(C(=O)c2cnn3c(C(F)F)cc(-c4ccccc4)nc23)CC(C)O1 (centres undefined)	i	-2	-6	3	-9	-1	0	-14	3	6
C=C(C)c1cccc(C(C)(C)NC(=O)NC(c2ccccc2)c2ccc(OC)cc2)c1 (centres undefined)	i	-19	-2	-1	-3	-3	-1	25	4	11
CCC(=O)NCCc1cc2cc(C)c(C)cc2[nH]c1=O	i	4	-3	-1	-4	-5	0	5	0	10
COC(=O)C(=C/C=C/c1ccco1)C(=O)OC	i	-7	1	-1	-8	6	-3	-27	-19	13
Cc1cc(=S)cc(C)n1CCCn1ccnc1	i	-35	3	3	5	0	-1	2	-6	15
Cc1cc(C)c(C)c(OCC(=O)O/N=C(\N)c2ccncc2)c1	i	-7	0	-1	5	-2	2	6	-4	23
COc1ccc(OC)c(NC(=O)c2cc(-c3cc(C)c(C)cc3O)n[nH]2)c1	i	7	-8	1	1	-2	1	-4	-4	22
O=C(NCc1ccco1)C(c1ccco1)N(CCc1ccccc1)C(=O)Cn1nnc2ccccc21 (centres undefined)	i	12	0	1	3	4	-1	12	-4	10
CC(C)(C)c1[nH]nc2c1C(c1ccco1)C(C#N)=C(N)O2 (centres undefined)	i	-2	4	2	0	-1	0	25	9	-2
C=CCOc1ccc2c(c1)c(=O)cc(C(=O)O)n2CC	i	-5	5	-2	5	-2	4	17	1	5
O=C(CSc1nc(C(F)(F)F)cc(=O)[nH]1)N1CCCCCC1	i	-16	/	-2	3	0	2	-10	-1	39
COc1ccc(OCCC(=O)Nc2cc(C)on2)cc1	i	-2	-4	-2	-10	-3	2	-9	-8	22
Cc1c(CN2CCCC(C(=O)Nc3cccc(-n4cccn4)c3)C2)cnn1C (centres undefined)	i	5	6	1	0	-7	0	7	-9	1
N#Cc1ccccc1NC(=O)COC(=O)c1ccc(F)cc1F	i	2	3	1	-3	3	2	-6	-4	4
O=C(Nc1ccccc1F)c1cc(S(=O)(=O)N2CCOCC2)cs1	i	3	-4	0	0	/	2	14	-5	27
CNC(=O)NC(=O)C(C)OC(=O)CCCc1nc2ccccc2s1 (centres undefined)	i	-1	6	2	2	10	-2	6	-6	-2

3 entries already listed, sorted by the number in Dyrk1A ADPGlo, lowest first:
SMILES | Dyrk1A ADPGlo
COc1ccc(/C=N/S(=O)(=O)c2cccs2)cc1 | -6
O=[N+]([O-])c1cccc(S(=O)(=O)NC2CC3CCC2C3)c1 (centres undefined) | -3
CCCNC(=O)COc1ccc2c(=O)c(Oc3ccccc3F)coc2c1 | 7
